GDH-TPI inh – inhibits GDH-TPI coupling enzymes, artifact for Mtb FBA screen; GDH-TPI coupled enzyme counterscreen, NADH absorbance; inhibition, % at 4.8 µM; hit rate 1.2% among 360,000; in the data active = inhibition above about 30%;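 also: 0% = DMSO wells and 100% = wells lacking the enzyme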
Rv3671c inh – inhibitors of M. tuberculosis serine protease Rv3671c; P9WHR9; inhibition, % at 5.96 µM; hit rate 0.048% among 320,000; AID 2606; in the data active = inhibition above about 38%;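 also: extracellular domain of Rv3671c used as enzyme; 0% = enzyme with DMSO and 100% = no enzyme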
Target sequence (P9WHR9 whole entry, looked up, the tested form may be a part): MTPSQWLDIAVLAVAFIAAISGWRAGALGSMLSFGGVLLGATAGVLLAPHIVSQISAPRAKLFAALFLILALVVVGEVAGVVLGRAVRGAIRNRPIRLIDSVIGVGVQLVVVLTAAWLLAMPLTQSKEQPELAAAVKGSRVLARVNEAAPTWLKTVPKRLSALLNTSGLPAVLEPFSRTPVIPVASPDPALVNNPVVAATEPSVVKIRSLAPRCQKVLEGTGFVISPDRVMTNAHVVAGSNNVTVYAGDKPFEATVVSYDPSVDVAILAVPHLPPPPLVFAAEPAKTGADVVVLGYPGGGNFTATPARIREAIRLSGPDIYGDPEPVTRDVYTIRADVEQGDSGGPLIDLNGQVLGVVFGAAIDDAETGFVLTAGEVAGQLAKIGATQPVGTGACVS
SSB-PriA inh – inhibitors of Klebsiella pneumoniae PriA binding to SSB C-terminal tail; AlphaScreen SSBct-PriA binding, biotinylated peptide; inhibition, % at 33 µM; hit rate 0.6% among 430,000; in the data active = inhibition mostly above about 37%, no sharp cut-off; inactive = mostly below about 20%;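 also: plate controls were negative control peptide for no effect and reference peptide for full effect; strong numbers were not always called active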
BH1578 lux ind – quorum light induction in luxS cqsA deficient V. cholerae; V. cholerae BH1578 lux reporter, luminescence, 6 h; activation, % at 18.7 µM; hit rate 0.16% among 350,000; in the data active = activation mostly above about 9.7%, no sharp cut-off; also: not every result past the cut was called active; inactives centre near 0; reference of the scale not given here
MazF activator – activators of E. coli MazEF toxin-antitoxin RNase | P0AE70 | FAM/BHQ RNA-DNA oligo cleavage fluorescence, 5 h | activation, % at 20 µM | hit rate 0.32% among 350,000 | AID 504720; in the data active = activation above about 50%
Target sequence (P0AE70 whole entry, looked up): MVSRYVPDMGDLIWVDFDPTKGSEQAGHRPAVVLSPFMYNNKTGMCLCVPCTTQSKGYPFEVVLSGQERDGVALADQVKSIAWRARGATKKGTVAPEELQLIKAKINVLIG
BioA inh – blocks M. tuberculosis BioA enzyme activity; purified M. tuberculosis BioA enzyme, plate reader; inhibition, % at 9.99 µM; hit rate 0.096% among 360,000; in the data active = inhibition above about 40%
FBA Mtb inh – Mtb fructose-bisphosphate aldolase inhibition | inhibition, % at 1 µM | purified M. tuberculosis FBA, fluorescence read-out | hit rate 2.3% among 360,000 | AID 588726 | P9WQA3; in the data active = inhibition above about 27%;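 also: 0% = vehicle and 100% = reference inhibitor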
Target sequence (P9WQA3 whole entry, looked up): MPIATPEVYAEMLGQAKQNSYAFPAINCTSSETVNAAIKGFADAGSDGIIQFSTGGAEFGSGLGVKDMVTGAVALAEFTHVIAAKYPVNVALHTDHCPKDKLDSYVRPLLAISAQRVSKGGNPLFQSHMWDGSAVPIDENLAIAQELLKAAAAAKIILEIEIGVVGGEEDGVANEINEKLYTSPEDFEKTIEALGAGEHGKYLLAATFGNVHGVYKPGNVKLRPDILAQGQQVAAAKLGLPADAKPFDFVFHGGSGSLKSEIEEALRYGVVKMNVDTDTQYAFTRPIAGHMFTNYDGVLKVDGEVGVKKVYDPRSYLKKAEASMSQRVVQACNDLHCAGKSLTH
SARS 3CLpro inh – SARS-CoV 3CLpro protease inhibition. hit rate 0.14% among 290,000. AID 1706. P0C6X7. recombinant SARS-CoV 3CLpro, quenched FRET peptide cleavage. inhibition, % at 6 µM; in the data active = inhibition above about 12%
UGM FP inh – blocks M. tuberculosis UGM enzyme | P9WIQ1 | purified UGM, fluorescence polarization probe displacement | inhibition, % at 10 µM | hit rate 0.06% among 320,000 | AID 504406; in the data active = inhibition above about 10%, passing the limit was not always enough
DUSP3 inh – DUSP3 (human) phosphatase inhibition; P51452; recombinant VHR phosphatase, pNPP absorbance; inhibition, % at 13.3 µM; hit rate 0.52% among 290,000; AID 1654; in the data active = inhibition above about 50%; also: some compounds called inactive have numbers as strong as hits
Target sequence (P51452 whole entry, looked up): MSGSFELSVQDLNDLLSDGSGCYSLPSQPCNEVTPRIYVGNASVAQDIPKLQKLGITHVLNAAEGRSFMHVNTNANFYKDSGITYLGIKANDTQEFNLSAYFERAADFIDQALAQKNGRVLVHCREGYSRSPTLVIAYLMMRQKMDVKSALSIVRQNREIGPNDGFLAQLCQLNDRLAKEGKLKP
Active calls of the source: *; i = inactive; x = no result given; & = joins results of further samples. An excerpt; count on the stated rates, not on these rows.

SMILES	GDH-TPI inh	Rv3671c inh	SSB-PriA inh	BH1578 lux ind	MazF activator	BioA inh	FBA Mtb inh	SARS 3CLpro inh	UGM FP inh	DUSP3 inh
CC1Cc2nc(SCC(N)=O)n(Cc3ccccc3)c(=O)c2S1 (centres undefined)	23	-3	-2	-0.2	4	34	1	x	1.7	10
Cn1c(SCc2ccc(C(=O)Nc3nccs3)cc2)nnc1-c1ccccc1	-2	0	1	i	-2	3.3	-1	-4	-0.2	17
CCOC(=O)C1(C)CCCN1C(=O)c1ccc(OC)c(OC)c1 (centres undefined)	10	x	x	-0.4	x	-0.2	-2	x	x	x
Cc1ccccc1-c1nc(CN(Cc2c(C)nn(C)c2C)C2CC2)c(C)o1	10	2	-1	-0.2	-23	1.6	-1	-2	-0.8	18
Cc1ccc(S(=O)(=O)N2CCCCC2)cc1C(=O)NCc1ccc(S(N)(=O)=O)cc1	-1	4	-7	i	11	-1.3	0	x	x	x
CCCCc1n[nH]c(=S)n1Cc1ccccc1	-3	1	-1	i	6	0.9	1	3	0.9	19
CC(=O)OCCn1c(Br)nc2c1c(=O)[nH]c(=O)n2C	3	7	-9	-0.6	10	-1.2	1	5	-0.7	27
CCOC(=O)c1cnc(-n2nc(C)cc2C)nc1Nc1ccc(OC)cc1	11	3	-24	x	10	-0.1	3	-2	1.6	-14
COc1ccc(Br)cc1/C=N/NC(=O)C(c1ccncc1)N1CCOCC1 (centres undefined)	11	-17	x	-0.4	8	-1.9	-1	2	-1.2	-1
COc1ccc(O)c(/C=N/NC(=O)CSc2nnc(C)n2-c2ccccc2)c1	3	3	x	-1.7	2	-0.6	2	-1	-1.8	15
O=S1(=O)CCN(Cc2ccccc2C(F)(F)F)CC1	-4	-1	-3	-0.4	-3	x	1	-2	0.1	28
CC(=O)NC(c1cccc([N+](=O)[O-])c1)c1c(OC(C)=O)ccc2ccccc12 (centres undefined)	7	-10	-7	1.2	-1	0.8	4	2	-0.3	x
O=C1CCCN1CCCN=c1c([N+](=O)[O-])nn(-c2ccc(Cl)cc2)n1O	1	x	-10	1.5	-5	x	-6	0	x	13
Clc1ccccc1OCc1nc(-c2ccc(Br)o2)no1	-18	-5	-74	-0.1	-1	-0.7	2	3	-0.7	0
c1ccc(COc2ncnc3c2ncn3CCCN2CCN(c3ccccn3)CC2)cc1	3	x	-18	i	-3	1.6	0	x	x	x
CN1CCN(CC(O)COC(c2ccc(Cl)cc2)c2ccc(Cl)cc2)CC1 (centres undefined)	1	-2	-15	-1.2	11	7.6	0	-1	2.4	22
O=C(Nc1ccccc1-c1ccccc1)c1cccc(C(F)(F)F)c1	3	-6	-66	-0.2	-7	x	2	5	-0.7	46
CCS(=O)(=O)n1nc(-c2ccccc2)nc1SC	1	-1	-30	-2.0	4	-1.1	1	7	2.0	15
C=C(C)CNC(=S)N/N=C(\C)c1ccc(-n2ccnc2)cc1	19	-5	x	i	-2	12	-1	-3	3.7	-6
O=C1NC(Cc2ccc(O)cc2)c2nc3cc(F)c(F)cc3c(=O)n2-c2cc3ccccc3cc21 (centres undefined)	7	x	x	-0.4	-23	-1.1	-1	x	x	x
CCOC(=O)c1cn(C2CC2)c2c(F)c(NCCCN(C)C)c(F)cc2c1=O	18	5	1	25	6	-0.6	70*	x	2.4	x
C[C@H](CO)N1C[C@H](C)[C@@H](CN(C)Cc2ccncc2)Oc2c(NC(=O)c3ccncc3)cccc2C1=O	1	-3	1	1.2	1	-1.0&-2.1	0	x	-0.2	x
Cc1ccc2cc(/C=N/Nc3ccc(C(=O)O)cc3)c(Cl)nc2c1	11	1	i	-0.9	-10	x	21	4	-1.2	25
O=C(c1ccc(Cn2cnnn2)cc1)N1CCCC(Nc2ccc(F)cc2)C1 (centres undefined)	5	-4	6	-0.2	6	-1.4	0	-7	-2.9	32
O=C(CSc1n[nH]c(=O)[nH]c1=O)c1cccc([N+](=O)[O-])c1	2	-1	-19	-5.6	-7	1.4	1	4	3.1	14
Cc1ccc(S(=O)(=O)N2CCN(CC(=O)Nc3ccc([N+](=O)[O-])cc3)CC2)cc1C	19	0	0	i	8	x	2	5	-5.8	9
Cc1ccc(S(=O)(=O)N(CC(=O)NCCSC2CCCCC2)c2ccccc2F)cc1	-12	-3	-9	-0.2	-4	14	1	-3	-0.4	1
CCN(CC)C1CCN(C(=O)c2ccc(OC3CCN(C(=O)CCOC)CC3)cc2)C1 (centres undefined)	11	x	x	-0.3	-4	-0.2	1	x	x	x
C=CCN(CC=C)C(=O)c1ccc2nc(Cc3ccc(OC)c(OC)c3)oc2c1	6	7	7	-1.0	7	-0.6	3	4	3.5	6
CC(=O)c1cn(CC(=O)Nc2c(C)cccc2C)c2ccccc12	-4	6	-16	-0.6	5	x	-1	-4	0.0	19

Single values from the list.
CCN(CC)C1CCN(C(=O)c2ccc(OC3CCN(C(=O)CCOC)CC3)cc2)C1 (centres undefined) | BioA inh = -0.2
CC(=O)c1cn(CC(=O)Nc2c(C)cccc2C)c2ccccc12 | FBA Mtb inh = -1

Carrying on:
SMILES	GDH-TPI inh	Rv3671c inh	SSB-PriA inh	BH1578 lux ind	MazF activator	BioA inh	FBA Mtb inh	SARS 3CLpro inh	UGM FP inh	DUSP3 inh
Cn1c(C2CC(=O)N(Cc3ccccc3)C2)nc2ccccc21 (centres undefined)	6	-5	-7	i	0	8.0	1	-4	-3.4	19
CCCCCSc1nc(N2CCOCC2)c2c(c1C#N)CC(C)(C)OC2	1	2	-3	-2.0	-12	-0.5	1	2	4.6	10
Cc1cc(C)cc(OCC(=O)N2CCc3ccccc3C2)c1	9	0	-15	-0.3	2	0.7	1	-1	2.1	-4
CN(C)/C=N/c1cc(=O)[nH]c(=O)n1CC1CC1	10	-3	x	2.4	4	-3.2	-2	-1	0.7	-4
COc1cc(OC)cc(C(=O)N2CCN(Cc3ccccc3C(F)(F)F)CC2)c1	-3	2	-9	-2.2	0	0.1	3	0	0.0	-6
CC(C)(C)NC(=O)COc1ccccc1C#N	1	-2	-11	0.7	-25	-0.6	-1	-1	0.4	6
OC(c1ccc(Cl)cc1)c1ncc(-c2ccc(Oc3ccccc3)cc2)[nH]1 (centres undefined)	11	x	x	i	x	-1.8	4	x	x	x
CCCC(C)c1nnc(NC(=O)C(=O)OCC)s1 (centres undefined)	2	3	-6	-0.4	-1	x	1	3	-2.4	15
CCOc1ccc(C2/C(=C(/O)c3ccc4c(c3)CC(C)O4)C(=O)C(=O)N2CCCn2ccnc2)cc1 (centres undefined)	15	0	x	-3.8	1	3.7	6	7	2.0	-8
COc1ccc(CCN(C(=O)c2cccc(F)c2)C2CC(=O)N(c3ccc(OC)cc3)C2=O)cc1 (centres undefined)	-6	-3	-7	i	2	0.0	4	-2	0.0	-6
Cc1ccc(-n2nnc3c(=O)n(CC(=O)N4CCC(C)CC4)cnc32)cc1	11	-3	-2	-0.2	7	-0.8	-1	8	-2.4	12
Cc1ccc(N(C)C(=O)c2cnn(-c3ccccc3)c2C)c(C)c1	7	4	-3	-0.4	0	2.8	0	1	-0.8	14
CCCCOc1ccc(CSc2nncn2N)cc1	-5	-4	-4	i	-2	-0.1	0	-6	-0.8	10
O=c1cc2oc3cc(O)c(O)cc3c(-c3ccccc3O)c-2cc1O	-4	x	-2&14	-2.2	-568	x	-7	1	x	12
COCCNC(=O)c1c(C)cc(C)cc1C	-2	-9	-11	i	4	x	2	0	0.2	21

Whole records from above.
Entry for `CC(C)(C)NC(=O)COc1ccccc1C#N` = GDH-TPI inh = 1; Rv3671c inh = -2; SSB-PriA inh = -11; BH1578 lux ind = 0.7; MazF activator = -25; BioA inh = -0.6; FBA Mtb inh = -1; SARS 3CLpro inh = -1; UGM FP inh = 0.4; DUSP3 inh = 6
Entry for `CCCCOc1ccc(CSc2nncn2N)cc1` = GDH-TPI inh = -5; Rv3671c inh = -4; SSB-PriA inh = -4; BH1578 lux ind = i; MazF activator = -2; BioA inh = -0.1; FBA Mtb inh = 0; SARS 3CLpro inh = -6; UGM FP inh = -0.8; DUSP3 inh = 10
Entry for `Cc1ccc(N(C)C(=O)c2cnn(-c3ccccc3)c2C)c(C)c1` = GDH-TPI inh = 7; Rv3671c inh = 4; SSB-PriA inh = -3; BH1578 lux ind = -0.4; MazF activator = 0; BioA inh = 2.8; FBA Mtb inh = 0; SARS 3CLpro inh = 1; UGM FP inh = -0.8; DUSP3 inh = 14

More structures
SMILES	GDH-TPI inh	Rv3671c inh	SSB-PriA inh	BH1578 lux ind	MazF activator	BioA inh	FBA Mtb inh	SARS 3CLpro inh	UGM FP inh	DUSP3 inh
Cc1[nH]c2ccccc2c1CCC(N)=O	-4	7	-6	i	-5	-1.6	-1	5	1.0	21
CC(C)(C)c1ccc(OC(=O)CN2C(=O)C3C4CCC(C4)C3C2=O)cc1 (centres undefined)	4	3	-6	-0.3	3	x	2	2	1.7	2
CCCOC(=O)CCCCCCCCC(O)CN1CCCCC1 (centres undefined)	-1	10	-12	i	0	0.1	3	-2	3.3	1
Cc1ccc(N2CC(C(=O)N/N=C/c3sccc3C)CC2=O)cc1 (centres undefined)	18	-4	x	-0.7	-4	5.3	1	5	0.9	-4
CCNC(=O)N1CCNC(=O)C1CC(=O)Nc1ccc(C(=O)OCC)cc1 (centres undefined)	3	-2	0	0.5	9	-0.4	1	3	2.3	-10
S=c1[nH]nc(-c2ccncc2)n1CC1CCCO1 (centres undefined)	8	-6	1	x	-11	1.6	1	-2	1.0	20
CCOc1nnc(C)c2c(C)n(-c3ccc(Cl)cc3)nc12	16	-6	-1	-0.2	4	5.1	2	3	2.3	31
COc1ccccc1N1CCN(Cc2ccco2)CC1	-6	-1	-9	-0.3	6	0.2	-3	-4	-3.7	20
O=C(N/N=C/c1ccccn1)c1cc(-c2ccccc2)nc2ccccc12	18	7	i	-0.7	-13	-0.5	-2	-1	2.5	23
Cn1cc(Br)c(C(=O)N/N=C/c2cc3ccccc3nc2Cl)n1	31*	x	x	-0.5	3	-2.1	4	-1	-0.3	46
Cc1nn(Cc2c(Cl)cccc2Cl)c(C)c1C(=O)NCc1ccc(C)n1C	-1	0	-33	-12	4	x	0	9	-0.8	35
O=C1CC(c2ccc(F)cc2)CC(O)=C1C=NCCN1CCN(C(=O)Nc2ccccc2)CC1 (centres undefined)	1	4	-3	i	-4	x	1	1	0.6	48
Cc1ccnc(NC(=O)c2ccc(Br)s2)c1	9	-7	5	i	1	-0.9	-1	-4	-1.0	-9
O=C(Nc1sc2c(c1C(=O)O)CCC2)c1ccco1	29	4	-21	-0.3	5	-0.8	-2	3	1.4	2
COc1cccc(-c2nnc3sc(-c4cccs4)nn23)c1	8	-7	-17	-0.5	26	-1.5	-1	4	1.2	-17
CC(C)C(=O)n1nc(-c2cccnc2)nc1NCc1ccc(F)cc1	-5	2	7	0.3	-3	3.1	1	3	-0.3	-6
COc1cc(C(C)=O)ccc1Oc1cc(NN2CCCCC2)c([N+](=O)[O-])cc1[N+](=O)[O-]	-1	5	-4	-1.0	2	-4.4	1	2	-3.9	13
Nn1c(SCC(=O)NCCc2ccc(F)cc2)nnc1C1CCCCC1	-2	7	-12	0.8	2	-0.4	-2	x	-0.5	x
NS(=O)(=O)c1ccc(CNC(=O)Cc2ccc(S(=O)(=O)N3CCOCC3)s2)cc1	-9	-1	-5	-2.5	-5	-0.7	-4	x	x	x
COc1cc(NC(=O)CSCC(=O)Nc2cc(OC)cc(OC)c2)cc(OC)c1	x	-4	-9	x	6	x	x	3	-1.9	30
CCOC(=O)C1(Cc2ccccc2C(F)(F)F)CCN(C(C)COC)CC1 (centres undefined)	1	2	-9	i	5	x	-1	5	2.5	25
CC1CCN(C(=O)c2ccc(Br)c(S(=O)(=O)N3CCOCC3)c2)CC1	8	6	-9	-0.4	5	-1.0	1	-2	-2.2	8
COC(=O)C=CC(=NNc1ccccc1)c1ccccc1	23	x	3	i	-3	0.2	-1	x	x	x
CCOC(=O)/C=C/S(=O)(=O)c1ccc(NC(C)=O)cc1	14	0	-13	i	-3	0.4	-5	5	-1.9	-15
Cc1ccc(NC(=O)NN(C)c2c(Cl)c(Cl)nn2C)cc1	-1	-1	-19	0.0	-4	0.0	-1	-5	-1.7	18
Cc1ccc(Cl)cc1N1CCN(C(=O)CCCn2c(=O)c3cccn3c3cccnc32)CC1	10	-11	-5	0.7	-7	0.3	2	1	0.9	2

Screening results from PubChem.
